# rTrxR1 inhibitor – rat TrxR1 inhibition. 1% of 390,000 active. O89049. AID 588453. Potency, µM (titrated, usually from 114 µM), without a hit: at the highest dose activity change, negative = inhibition, actives largely listed as inhibitors. recombinant rTrxR1, NADPH fluorescence consumption, selenite substrate; also: % is scaled to controls: 0 for no effect and ±100 for the full control effect; nearly all actives have a fitted effect of over 65% in size
#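 Rat TrxR1 (90 nM in the dispensed reagent) was pre-reduced with 400 uM NADPH for 5 min at room temperature, then incubated with compound for 15 min. After 400 uM selenite was added, NADPH fluorescence (Ex 340/Em 450 nm) was followed for 8 min.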
# Tb PGK inh – T. brucei PGK inhibition. PGK/GAPDH coupled, Kinase-Glo luminescence, 60 min. Potency, µM (doses to about 57.5 µM), inactives show at the top dose activity change, negative = inhibition, usual class: inhibitors. 0.043% of 380,000 active. AID 602233; also: % is scaled to controls: 0 for no effect and ±100 for the full control effect; nearly all actives have a fitted effect of over 60% in size
#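 Recombinant glycosomal PGK reaction used 1,3-bisphosphoglycerate generated in-well by GAPDH (100nM final) in 100mM TEA pH 7.6, 5mM MgCl2, 0.01% Tween-20. After 60 minutes at room temperature, ATP was read by Kinase-Glo Plus luminescence end-point.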
# RGS4 inhibitor – inhibitors of human regulator of G protein signaling 4; Potency, µM (doses to about 114 µM), for the others: at the top dose activity change, negative = inhibition, actives largely listed as inhibitors; Transcreener GDP fluorescence polarization, RGS4-accelerated GTP hydrolysis; 0.039% of 390,000 active; P49798; also: % is scaled to controls: 0 for no effect and ±100 for the full control effect; nearly all actives have a fitted effect of over 75% in size; some results filed as inactive show a strong effect at the top dose
#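 MLSMR compounds (23 nl, pin-transferred) preincubated 10 min at room temperature with a 500nM (2x) first reagent, then RGS4 at 900nM (2x) plus Transcreener GDP mix added; fluorescence polarization (620/688 nm) read before and after 90 min at 30 °C.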
# Pin1 inh – blocks the human prolyl isomerase Pin1. Q13526. Pin1 FP peptide displacement, HiFluor488, 10 min. Potency, µM (doses to about 115 µM), for inactives: top-dose activity, negative = inhibition, actives largely listed as inhibitors. 0.009% of 390,000 active. AID 504891; active = well fitted inhibition curve with a large enough effect in the polarisation, with a control signal flat, not every such curve was filed as active; inconclusive = small, poorly fitted or top-dose-only effect, or effect the other way, or a change in a side signal; inactive = no such curve, though single readings can be large or run the other way; the % refers to the polarisation; also: % is scaled to controls: 0 for no effect and ±100 for the full control effect
# Target sequence (Q13526 whole entry, looked up): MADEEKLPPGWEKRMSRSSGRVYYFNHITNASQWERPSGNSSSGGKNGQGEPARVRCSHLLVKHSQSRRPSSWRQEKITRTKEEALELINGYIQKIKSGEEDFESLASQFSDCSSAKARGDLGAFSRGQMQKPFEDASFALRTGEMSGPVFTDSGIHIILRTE
# GLS inhibitor – glutaminase GLS (human) inhibition; 0.21% of 410,000 active; AID 624170; GLS enzymatic activity, qHTS titration; Potency, µM (titrated, usually from 45.5 µM), for the others: at the top dose activity change, negative = inhibition, usual class: inhibitors; O94925; also: % is scaled to controls: 0 for no effect and ±100 for the full control effect
#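 Compounds were pin-transferred onto hKGA, after which L-glutamine (1 mM solution) and a detection mix of glutamate oxidase, HRP and Amplex Red were added. Initial and 30 min RT fluorescence reads were collected.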
# HP1b binding inh – HP1-beta chromodomain-methylated histone interaction inhibition; P83916; AlphaScreen HP1-beta / biotin-H3K9me3 peptide binding; Potency, µM (doses to about 114 µM), for inactives: at the highest dose activity change, negative = inhibition, usual class: inhibitors; 0.56% of 390,000 active; also: nearly all actives have a fitted effect of over 70% in size; inactives centre near 23
# Target sequence (P83916 whole entry, looked up): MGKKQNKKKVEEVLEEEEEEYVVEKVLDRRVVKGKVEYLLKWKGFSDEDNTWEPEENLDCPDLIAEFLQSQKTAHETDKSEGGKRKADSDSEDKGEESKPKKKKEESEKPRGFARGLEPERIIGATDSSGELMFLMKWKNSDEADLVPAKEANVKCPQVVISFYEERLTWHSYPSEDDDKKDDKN
#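 HP1-beta protein (50 nM final) preincubated 30 min at room temperature with biotinylated H3(1-18)K9me3 peptide (50 nM) in PBS pH 7.4, 0.01% Tween-20, then compound added for 30 min. AlphaScreen streptavidin donor/nickel chelate acceptor beads (10 ug/mL final), 30 min dark, luminescence read.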
# JMJD2A Tudor inh – inhibitors of human JMJD2A Tudor domain | O75164 | AlphaScreen JMJD2A-Tudor / H3K4me3 peptide binding | Potency, µM (highest dose often 114 µM), for inactives: at the top dose activity change, negative = inhibition, hits mostly inhibitors | 4.4% of 390,000 active | AID 504339; also: % is scaled to controls: 0 for no effect and ±100 for the full control effect; nearly all actives have a fitted effect of over 50% in size
# ERG-DNA inh – blocks human ERG Ets domain binding to DNA | fluorescence polarization, His-ERG Ets domain / labelled DNA | Potency, µM (highest dose often 76.9 µM), inactives show at the top dose FP activity, negative = inhibition, actives largely listed as inhibitors | 0.028% of 370,000 active; active = well fitted inhibition curve with a large enough effect in the polarisation, with a control signal flat; inconclusive = small, poorly fitted or top-dose-only effect, or effect the other way, or a change in a side signal; inactive = no such curve, though single readings can be large or run the other way; the % refers to the polarisation;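 also: polarization taken with two DNA probes labelled with fluorescein and Texas red; % of control where 0% means no effect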
#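 His-tagged ERG Ets domain (1 uM in the protein solution; 300mM KCl, 50mM Tris-HCl, 1mM EDTA, 1mM DTT, pH 7.5) received compound, then a probe mix of 5 nM fluorescein-DNA and 100nM Texas-615-DNA. Fluorescence polarization was read for both dyes.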
# ALOX12 inh – ALOX12 (human) lipoxygenase inhibition. P18054. purified 12hLO, xylenol orange hydroperoxide absorbance. Potency, µM (titrated, usually from 108 µM), without a hit: top-dose activity change, negative = inhibition, actives largely listed as inhibitors. 1.1% of 580,000 active. AID 1671190; also: % is scaled to controls: 0 for no effect and ±100 for the full control effect
# Target sequence (P18054 whole entry, looked up): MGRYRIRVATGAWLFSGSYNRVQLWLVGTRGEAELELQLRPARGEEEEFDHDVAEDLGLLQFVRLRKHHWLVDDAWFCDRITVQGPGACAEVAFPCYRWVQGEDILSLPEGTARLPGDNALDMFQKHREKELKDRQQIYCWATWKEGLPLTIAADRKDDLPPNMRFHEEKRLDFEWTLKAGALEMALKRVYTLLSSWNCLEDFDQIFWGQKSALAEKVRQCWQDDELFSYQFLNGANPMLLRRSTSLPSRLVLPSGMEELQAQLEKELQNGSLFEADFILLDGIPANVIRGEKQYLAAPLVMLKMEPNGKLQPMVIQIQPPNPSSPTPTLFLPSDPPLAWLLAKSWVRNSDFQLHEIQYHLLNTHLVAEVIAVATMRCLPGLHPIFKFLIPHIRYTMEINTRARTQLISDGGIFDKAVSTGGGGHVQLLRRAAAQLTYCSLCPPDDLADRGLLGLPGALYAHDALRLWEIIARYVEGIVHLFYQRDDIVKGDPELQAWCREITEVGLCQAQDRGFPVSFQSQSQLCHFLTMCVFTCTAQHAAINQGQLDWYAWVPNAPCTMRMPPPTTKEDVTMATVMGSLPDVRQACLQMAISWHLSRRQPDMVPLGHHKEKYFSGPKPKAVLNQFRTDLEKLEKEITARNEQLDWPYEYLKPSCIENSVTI
#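 Purified human 12hLO (150 nM final) in 25 mM Hepes, 0.01% Triton X-100, pH 7.0 was preincubated 15 min at room temperature with compound. Then 40 uM arachidonic acid was added, 30 min. Hydroperoxide was read by Fe-XO absorbance ratio 573/405 nm.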
# Active calls of the source: *; i = inactive; ? = inconclusive; nt = not tested or not shown; & = joins results of further samples; [ ] = another dose, or the depositor's remark. Unless noted, calls follow the shape of the dose curve; as a rule, active = well fitted curve in the direction sought with a large enough effect; inconclusive = small, poorly fitted or top-dose-only effect, or another doubt; inactive = no such curve, though single readings can be large; an effect the other way counts as inactive or inconclusive. Potency is read from the fitted curve at half-maximal effect. Some of the compounds tested; the hit share may differ from the screen's.
SMILES,rTrxR1 inhibitor,Tb PGK inh,RGS4 inhibitor,Pin1 inh,GLS inhibitor,HP1b binding inh,JMJD2A Tudor inh,ERG-DNA inh,ALOX12 inh
Cc1cc(NC(=O)COC(=O)C2CCC2)no1,16%[57.1 µM],-3%,-19%,-1%,3%,31%,-10%,3%,0%
COc1cccc(NC(=O)c2nn(-c3ccc(OC)cc3OC)c(=O)c3ccccc23)c1,15%,nt,10%,-2%,-6%,48%[activator],5%,2%,-5%
N#Cc1c(NC(=S)NC(=O)c2ccccc2)sc2c1CCCC2,?,4%,-17%,3%,12%,8%,?,-4%,-4%
Cc1ccc(N2CCN(C(=O)N3CCCC3)CC2)cc1C,13%,-3%,18%,7%,nt,16%,-16%,2%,0%
O=C(Nc1cc(Cl)cc(Cl)c1)c1cc(S(=O)(=O)N2CCc3ccccc3C2)ccc1F,9%[57.1 µM],4%,20%,14%,2%,35%,-13%,-2%,-1%
CCCCOc1ccc(-c2ncc([N+](=O)[O-])cn2)cc1,54%[activator],-7%,19%,3%,3%,10%,-26%,2%,0%
CCCCNC(=S)NC(=O)c1ccccc1Br,?,-8%,-19%,-6%,0%,39%[activator],-3%,-3%,0%
Cc1cccc(NS(=O)(=O)c2cccc(C(=O)NNC(=O)c3ccccc3O)c2)c1,7%,2%,-11%,-6%,-9%,9%[57 µM],-10%,12%,246%[activator]
O=C(/C=C/c1ccc(Cl)cc1Cl)c1ccc[nH]1,6%,i,-7%,-2%,-7%,6%,-33%,5%,-15%
O=c1ccc2cc3c4c(c2o1)CCCN4CCC3,?,-8%,-11%,?,-10%,73%[activator],-8%,-4%,-2%
COc1ccccc1NC(=O)c1ccc(COc2ccc(C)c(C)c2)o1,30%,-1%,-12%,23%,9%,79%[activator],43%[activator],5%,-14%
CCn1cc(S(=O)(=O)CC(=O)Nc2ccc(C)cc2)c2ccccc21,5%,-7%,-3%,-4%,0%,20%,-16%,4%,0%
COc1ccc(OC)c(CNC(=O)C2CCN(S(=O)(=O)c3cn(C)cn3)CC2)c1,18%[57.1 µM],2%,2%,0%,-3%,4%,-8%,2%,-4%
COCCn1c(SCC(=O)N2CC(=O)Nc3ccccc32)nc2ccccc2c1=O,-10%,-8%,-12%[56.9 µM],1%,1%,36%,-15%,3%,-11%
O=[N+]([O-])c1cc(S(=O)(=O)N2CCOCC2)ccc1OCc1cccc(Cl)c1,-1%,-4%,-44%,10%,0%,12%,-23%,nt,396%[activator]
OC1(c2ccc(Cl)cc2)CN(c2ccccc2)C2=[N+]1CCS2 (stereo not given),10%[57.1 µM],7%,-21%,23%,-15%,16%,-11%,-2%,?
CCOc1ccc(CCNC(=O)CSc2nn(-c3ccc(C)c(Cl)c3)c(=S)s2)cc1OCC,6%,i,-47%,11%,8%,16%,-31%,1%,-7%
COC(=O)/C(C#N)=C/c1ccc(C)o1,17%[57.1 µM],-2%,5%,8%,-22%,20%,-8%,-3%,0%
CC(C)c1ccc(C2C(C(=O)c3ccco3)=C(O)C(=O)N2CCN2CCOCC2)cc1 (stereo not given),-5%[57.1 µM],5%,-5%,-2%,8%,30%,-12%,7%,?
Cc1ccc(NC(=O)C(C)Sc2nnc(C)n2C)cc1 (stereo not given),15%,-9%,1%,-7%,-4%,19%,-4%,4%,-26%
COc1ccc(C2/C=C\CN(C(=O)CC(C)C)CC(=O)N2Cc2ccc(F)cc2)cc1 (stereo not given),13%&21%,-7%,-1%&14%,3%&-3%,7%,34%&7%,-13%&-18%,1%,19%
O=C(CCCC(=O)N/N=C/c1ccccc1C(=O)O)N/N=C/c1ccccc1C(=O)O,10%,-5%,17%,-4%,0%,21%,1%,-4%,-5%
O=c1c2ccccc2nc(-c2ccccc2)n1Cc1ccco1,-17%,-4%,-4%,-3%,-1%,4%,-26%,-2%,0%
N#Cc1ccc(NC(=O)COCc2cc(-c3ccc(F)cc3)on2)cc1,13%,2%,-20%,10%,-1%,19%,7%,9%,-1%
Cc1ccc(NC(=O)CCN2C(=O)C3CCCCC3C2=O)c(O)c1 (stereo not given),15%,5%,-6%,-8%,18%,10%,12%,-5%,10%

# 2 of the compounds above, with tabs:
SMILES	rTrxR1 inhibitor	Tb PGK inh	RGS4 inhibitor	Pin1 inh	GLS inhibitor	HP1b binding inh	JMJD2A Tudor inh	ERG-DNA inh	ALOX12 inh
O=C(/C=C/c1ccc(Cl)cc1Cl)c1ccc[nH]1	6%	i	-7%	-2%	-7%	6%	-33%	5%	-15%
O=c1ccc2cc3c4c(c2o1)CCCN4CCC3	?	-8%	-11%	?	-10%	73%[activator]	-8%	-4%	-2%

# Next part
SMILES,rTrxR1 inhibitor,Tb PGK inh,RGS4 inhibitor,Pin1 inh,GLS inhibitor,HP1b binding inh,JMJD2A Tudor inh,ERG-DNA inh,ALOX12 inh
COCCn1c(Sc2nc(C)cs2)nc2c1c(=O)[nH]c(=O)n2C,-6%,-7%,-1%,-1%,1%,24%,-8%,7%,0%
CCCN1C(=O)C(Cc2nc3ccccc3c(=O)n2C)c2ccccc21 (stereo not given),13%,5%,-39%,-9%,-7%,29%,9%,-4%,0%
CC(=O)N(c1ccccc1)c1ccc([N+](=O)[O-])cc1[N+](=O)[O-],?,-3%,14%,-3%,1%,-12%,?,12%,-30%
CCOC(=O)Cc1csc(NC(=O)c2ccc(C)cc2)n1,25%[57.1 µM],i,-38%,-3%,-11%,53%[activator],-5%,-1%,0%
CCOC(=O)c1c(NC(=O)c2nc(SC(C)C)ncc2Cl)sc2c1CCCC2,12%,-7%,-21%,1%,-1%,33%,-10%,1%,-9%
Clc1ccc(-c2cc3ccccc3nc2N2CCOCC2)cc1,76%[activator][57.1 µM],i,?,-3%,?,112%[activator],-16%[11.4 µM],?,-2%
CN(Cc1c(C(=O)N/N=C/c2ccccc2)nnn1-c1nonc1N)C1CCCCC1,-26%,-4%,-42%[56.9 µM],-1%,16%,9%,?,-11%,9%
CC1CCCN(S(=O)(=O)c2cccc(C(=O)NCc3ccco3)c2)C1 (stereo not given),-13%,-4%,-5%,-9%,5%,-5%,-20%,nt,377%[activator]
COc1ccc(C(=O)NCCc2nnc3ccc(SCC(=O)N4CCCC4)nn23)cc1,7%,0%,-7%,5%,5%,21%,3%,-5%,17%
CC(=O)Nc1ccc(S(=O)(=O)NC2=NCN(CCO)CN2)cc1,22%[11.4 µM],0%,4%,-4%,3%,53%[activator],-14%,0%,-6%
Cc1ccc(S(N)(=O)=O)c(C)c1N1CCCC1=O,14%,-2%,0%,-2%,6%,15%,-14%,-5%,2%
CCC(=O)N1c2ccccc2CC1C(=O)NCCc1ccc(C)cc1 (stereo not given),4%[57.1 µM],i,-16%,-8%,-7%,16%,-10%,-13%,-12%
O=C(NCc1nnnn1-c1ccc(F)c(F)c1)c1ccc(S(=O)(=O)N2CCOCC2)cc1,9%,-7%,3%,-8%,-6%,14%,1%,2%,18%
N#Cc1c(N)[nH]c2ccc(Sc3ccccc3)cc12,8%[11.4 µM],-17%,-24%,-1%,2%,5%,-33%,7%,?
CCOc1ccc(CCNC(=O)CN(C)S(=O)(=O)c2cccs2)cc1OCC,0%,i,3%,7%,14%,9%,6%,nt,8%
O=C(Nc1cccc(-c2cscn2)c1)C1CCN(Cc2ccsc2)CC1,9%,9%,14%,3%,0%,24%,-17%,2%,0%
CCCCSC1=N/C(=C/c2ccsc2)C(=O)N1c1ccccc1,-14%,-5%,-5%,6%,2%,208%[activator],120%[activator],10%,-17%
COc1ccc(-c2cc(C)no2)cc1S(=O)(=O)N1CCOc2ccccc21,20%,0%&-2%,-22%&15%,-3%&8%,1%&3%,54%&4%[activator],11%&-26%,0%&5%,?
CCN(CC)CCNc1nc(SC)nc2sc3c(c12)CCN(C)C3,4%,-1%,9%,5%,-2%,-24%,-29%,1%,-9%
CCN(CC)S(=O)(=O)c1cccc(NC(=O)c2ccc(Br)cc2)c1,23%[57.1 µM],1%,14%,4%,2%,47%[activator],-8%[11.4 µM],-1%,-15%
CC1(C)C(=O)OC(c2ccccc2)C(C)(C)C1=O (stereo not given),42%[activator][57.1 µM],-9%,-15%,-9%,-12%,4%,-22%,-8%,83%[activator]
Cc1[nH]nc(SCC(=O)NC2CCCCC2)c1[N+](=O)[O-],20%,-2%,-10%,2%,0%,34%,-14%,-16%,-19%
COc1ccc(CC(=O)Nc2nccs2)cc1OC,-6%,i,-16%,2%,-7%,26%,-7%,-5%,-12%
COc1ccccc1Cc1nc2ccccc2nc1SCC(=O)NCc1ccccc1Cl,5%[57.1 µM],2%,-4%,7%,-9%,35%[57 µM],-11%,-1%,1%
CC(C)Nc1nc(NC(N)=S)nc(NC(C)(C)C)n1,12%[57.1 µM],3%,-17%,-9%,1%,6%,-14%,4%,45µM*
Cc1nn(Cc2noc(C(=O)NCCc3ccccn3)n2)c(C)c1Br,16%,-10%,-3%,-1%,-13%,36%,-14%,-2%,-14%
COc1ccc2nc(SCc3ccccc3)nc(C)c2c1,3%[57.1 µM],-7%,-4%,18%,-17%,334%[activator],236%[activator],-10%,1%
O=[N+]([O-])c1ccc(OCc2nnc(-c3ccccc3)o2)cc1,11%[57.1 µM],-1%,-13%,2%,-1%,20%,-12%,1%,-2%
COc1ccccc1CNc1nc2nc(C)c(C)c(=O)n2[nH]1,-13%,-2%,15%,2%,50%[activator],39%,-11%,3%,0%

# A few values from above:
# Result of `CC(C)Nc1nc(NC(N)=S)nc(NC(C)(C)C)n1` under JMJD2A Tudor inh: -14%
# Result of `COCCn1c(Sc2nc(C)cs2)nc2c1c(=O)[nH]c(=O)n2C` under Tb PGK inh: -7%

# Assay outcomes from PubChem BioAssay.
